Screening data deposited in PubChem BioAssay by NCI.
All columns: NCI-60 one-dose screen, growth in % after 48 h at 10 µM unless noted; 100 = growth as untreated, 0 = no growth, -100 = all killed.
OVCAR-8 = OVCAR-8 ovarian cancer | 81,000 tested, 4.4% active
RXF 393 = RXF 393 renal cancer cells | 77,000 tested, 6.9% active
CAKI-1 = CAKI-1 renal cancer; 75,000 tested, 4.7% active; AID 1794772
OVCAR-5 = OVCAR-5 ovarian cancer; 82,000 tested, 2.9% active
TK-10 = TK-10 renal cancer cells | 81,000 tested, 3.9% active
A498 = A498 renal cancer cells | 76,000 tested, 5.4% active
ACHN = ACHN renal cancer; 81,000 tested, 4.9% active; AID 1794771
OVCAR-3 = OVCAR-3 ovarian cancer | 79,000 tested, 7% active | AID 1794787
An asterisk follows results filed as active; . = no result given; & = joins results of further samples. The calls were made as follows: active = growth percent below 10; inactive = the rest.

SMILES	OVCAR-8	RXF 393	CAKI-1	OVCAR-5	TK-10	A498	ACHN	OVCAR-3
COc1ccc(C2=C/C(=C/c3ccc(Cl)cc3)C(=O)N2Cc2ccccc2)cc1	92	101	93	100	87	107	100	107
C=C(C)[C@@H]1CC[C@]2(C)[C@H](CC=C3[C@@H]4CC(C)(C)CC[C@]4(C(=O)N4CCOCC4)CC[C@]32C)[C@@]1(C)CCCN	-66*	-91*	-96*	-99*	-96*	-89*	-100*	-85*
Cc1nc(Nc2ccc(OCc3c(-c4ccccc4)no[n+]3[O-])cc2)c2cnn(-c3ccccc3)c2n1	105	111	88	106	95	102	105	109
c1ccc2cc(-c3n(Cc4ccc5ccccc5n4)c4ccccc4[n+]3Cc3ccc4ccccc4n3)ccc2c1	-0.9*	-19*	-48*	8.8*	.	-22*	7.6*	-19*
NC(=O)C1(Nc2ccccc2Cl)CCCC1	106&113	115&107	101	106&95	119&124	132	111&103	110&115
COc1ccc(C(=O)/C=C/c2c[n+](=O)c3ccc(F)cc3n2[O-])cc1	83	129	95	97	106	109	102	102
CS(=O)(=O)C1=CN(CCO)C(=O)N2CCN=C12	108	108	93	95	101	82	107	109
Cc1ccccc1Nc1ncnc2[nH]ncc12	100	112	88	95	102	114	101	104
CCCCCCCCCCCCCCCCNC(=S)C(=S)NCCCCCCCCCCCCCCCC	104	105	110	95	128	85	99	112
Brc1ccc(-c2n(Cc3ccc4ccccc4c3)c(-c3ccccc3)c(-c3ccccc3)[n+]2Cc2ccc3ccccc3c2)cc1	-77*	-70*	-97*	-100*	-92*	-94*	-100*	-79*
COc1ccc(-c2[nH]nc(N)c2-c2cc(OC)c3c(c2)OCO3)cc1	77	96	53	70	85	43	74	65
Cc1nc(N)nc(N)c1Oc1ccc(Cl)cc1	104	134	95	104	107	107	102	90
CC(c1ccccc1)c1ccccc1OCCN(C)C (stereo not drawn)	102	87	95	108	103	90	102	107
CC(=O)Nc1cscc1NC(C)=O	107	107	73	92	98	93	96	102
Cc1nnc2c3nnnn3c3ccccc3n12	100	104	92	99	102	90	96	116
N#C/C(=C\n1ccc(=O)[nH]c1=S)c1nc2ccccc2s1	105	128	91	99	127	115	88	98
COc1cc(CNC(=O)CCCC/C=C/C(C)C)ccc1OCc1nnc(Nc2cccc(Cl)c2)o1	100	109	.	93	103	77	92	97
O=C(O)/C=C\C(=O)Nc1ccc(N=Nc2ccccc2)cc1	107	128	101	99	108	113	98	107
COCCN(CC(=O)N(CC(=O)N(CC(=O)O)Cc1ccccc1)CC(C)C)C(=O)CN(CC(=O)O)C(=O)CN	112	119	93	97	103	94	100	110
COc1ccc(/C=C2\CCCC3=C2N=C2SC(C)=CN2C3c2ccc(OC)cc2)cc1 (stereo not drawn)	95	102	96	105	116	77	106	102
O=C(O)c1cc(NCc2cccc(Cl)c2)ccc1N1CCOCC1	98	107	99	94	91	.	102	104
CCOc1ccc2nc(NC(=O)CSc3nnc(-c4cccnc4Nc4cc(OC)c(OC)c(OC)c4)n3CC)sc2c1	95	100	89	100	114	.	105	110
Cc1oc2ncnc(Nc3cccc(F)c3)c2c1C(=O)O	112	115	94	98	105	91	101	102
COc1ccc2nc(C)ccc2c1	100	102	88	99	104	99	101	115
COc1cc(-c2nn(-c3ccc(NC(=O)CN4CCN(C)CC4)cc3)cc2-c2ccncc2)ccc1Cl	116	145	97	104	106	108	105	109
COc1ccc(C/C(N)=N\O)cc1	106	.	95	85	97	102	90	107
CCNCCNc1cc(-c2ccc(C(F)(F)F)cc2)c(C#N)c2nc3cc(Cl)c(Cl)cc3n12	-64*	-96*	-91*	-92*	-95*	-40*	-100*	-88*
CCCC(C)(CC)C(=O)OCC1CSC(=S)S1 (stereo not drawn)	110	131	95	109	104	122	102	107
C=CCn1c(C)nc2cc(Nc3nc(N4CCN(C)CC4)nc4nc[nH]c34)ccc21	101	93	96	99	116	75	97	102
COc1ccc(-c2onc(NC(C)=O)c2-c2ccc(OC)cc2)cc1	97	93	103	105	104	105	106	101
CCc1c(C(=O)NC)[nH]c(C)c1C(C)=O	102	108	94	97	98	109	104	112
NNC(=S)NC1CCCCC1	113	114	.	93	124	83	98	126
CCCN1C(=O)/C(=C2\SC(=Nc3ccccc3)N(Nc3ccccc3)C2=O)c2ccccc21	94	109	72	102	150	117	91	107
Nc1cccc(S(=O)(=O)c2cccc(N)c2)c1	113	138	98	100	123	108	102	113
C=C(C)[C@@H]1CC[C@]2(C#N)CC[C@]3(C)[C@H](CC[C@@H]4[C@@]5(C)Cc6c([nH]c7ccccc67)C(C)(C)[C@@H]5CC[C@]43C)[C@@H]12	99	109	.	107	97	109	101	107
O=[N+]([O-])c1ccc(OC2OCC(O)C(O)C2O)cc1 (stereo not drawn)	119&97	105&103	97&95	115&113	108&122	125&91	114&110	127&102
Cc1ccc(S(=O)(=O)Nc2nnc(-c3ccc(Cl)cc3)s2)cc1	102	114	81	115	181	92	100	.
Cc1ccc(C(=O)CSC2=NCCN2)cc1Cl	71	.	108	93	86	94	102	101
O=C1/C(=C/c2cccc(Br)c2)COc2ccc(O)c(O)c21	3.7*	-57*	-54*	-32*	12	112	-93*	-78*
CCOC(=O)Nc1cc2c(cc1[N+](=O)[O-])-c1ccccc1C2=O	96	.	84	105	97	.	92	110
CC(=O)Oc1ccccc1C(=O)N(/N=C1\C(=O)N(C(C)=O)c2ccccc21)C(C)=O	107	103	88	102	137	85	95	105
OC(CBr)c1cc(-c2ccc(Cl)cc2)nc2cc(Cl)ccc12 (stereo not drawn)	110	101	67	110	124	74	85	98
CCCCCOC(=O)c1ccc(NC(=O)CNC(C)(C)C)cc1	103	100	.	106	85	117	.	95
N#CCC1=CCCCC1	94	97	25	86	109	141	106	109
Nc1nc2ncc(CNc3ccc(C(=O)N[C@@H](CCC(=O)O)c4nn[nH]n4)cc3)nc2c(=O)[nH]1	99&105	104&106	98&95	99&90	112&113	110&95	103&94	112&104
O=C(Nc1ccccc1O)c1ccc(CNC(=O)c2ccsc2Nc2ccnc(C(F)(F)F)c2)cc1	18	0.8*	9.7*	44	-14*	-15*	20	22
COc1cc(/C=C/C(=O)c2cc(OC)c(OC)c(OC)c2)ccc1Oc1nc(Nc2ccc(F)cc2)nc(N(C)C)n1	-60*	-75*	11	-45*	29	-1.0*	-82*	12
CN(C)c1ccc(-c2nc(SCC(=O)N3CCN(c4cc5c(cc4F)c(=O)c(C(=O)O)cn5C4CC4)CC3)nc(Cl)c2C#N)cc1	103	102	93	97	128	105	100	110

Random excerpt: two entries already listed, in no set order.
SMILES	OVCAR-8	RXF 393	CAKI-1	OVCAR-5	TK-10	A498	ACHN	OVCAR-3
CC(=O)Nc1cscc1NC(C)=O	107	107	73	92	98	93	96	102
Cc1ccc(C(=O)CSC2=NCCN2)cc1Cl	71	.	108	93	86	94	102	101

Next section:
SMILES	OVCAR-8	RXF 393	CAKI-1	OVCAR-5	TK-10	A498	ACHN	OVCAR-3
COc1ccc(S(=O)(=O)n2cc(C=O)c3ccccc32)cc1	83	92	76	97	101	93	101	.
COc1ccc(Cl)cc1Cn1ccnc1	106	.	107	114	97	97	104	109
CC(=O)OCC1OC(n2cnc3c(=O)[nH]cnc32)C(OC(C)=O)C1OC(C)=O (stereo not drawn)	102&100	111&104	.	105&100	113&118	109&107	102&112	111&189
Cn1c(N)c(N=O)c(=O)n(C)c1=S	108	123	105	109	118	118	106	114
Nc1ccc(F)c(Cl)c1F	108	97	97	99	108	95	106	111
CCc1ccc(-c2cc(-c3ccc(Cl)cc3)n(-c3ccc(S(N)(=O)=O)cc3)n2)cc1	98	114	72	107	129	90	99	101
COc1ccc2nc(-n3c(=O)c4cccnc4n(-c4ccc(Cl)cc4)c3=O)sc2c1	95	104	79	95	77	95	86	108
Fc1ccc(-c2nnc(CNc3ccc(F)c(Cl)c3)o2)cc1	100	112	94	106	97	108	101	107
Nc1nc(SCc2cccc(CCl)c2)c2[nH]cnc2n1	85	64	86	117	89	78	97	74
COc1cc(C(=O)N2N=C(c3ccc(S(C)(=O)=O)cc3)CC2c2ccco2)cc(OC)c1OC (stereo not drawn)	.	66	44	90	106	77	48	5.0*
COc1ccc(-c2cn(-c3ccccc3)c(-c3ccccc3)n2)cc1OC	75	102	79	119	99	104	64	37
O=C(NCCCl)Nc1ccc2c(ccn2C(=O)c2cccc(F)c2)c1	97	90	93	101	107	72	100	113
Cc1ccc(N2C(=O)c3ccccc3C2(O)c2ccccc2)cc1 (stereo not drawn)	98	99	88	105	123	79	99	112
COc1ccccc1NC(=S)N/C=C(\C#N)c1nc2ccccc2s1	104	114	100	104	148	92	94	108
O=[N+]([O-])c1ccc(CSCc2ccc([N+](=O)[O-])cc2)cc1	93	113	108	87	94	87	107	96
COc1ccc([C@H]2c3[nH]c4ccccc4c3C[C@H]3C(=O)N(CCCCCCC(=O)NO)CC(=O)N23)c(OC)c1	59	88	74	76	94	90	91	79
Cn1cc(-c2cc3nc(-c4cn(C)c5ncccc45)cc(N)n3n2)c2cc(F)ccc21	11	-14*	13	48	75	138	18	44
O=C(CSc1nnc(-c2ccc(NC(=O)c3cccnc3)cc2)o1)Nc1ccc(F)cc1	87	113	98	113	117	108	105	117
CCCCCCCCCCCCSCC(=O)O	100	71	92	108	102	104	95	103
N#Cc1c(-c2ccc(Cl)cc2)nc(N=Nc2c(O)[nH]c3ccc(Cl)cc23)nc1N1CCOCC1	100	96	85	99	120	73	95	115
CCCCNC(=O)Nc1ccc(S(=O)(=O)c2ccccc2)cc1	100	112	96	97	93	103	101	99
O=c1[nH][nH]c2c(Cl)cccc12	105	.	95	100	.	93	98	116
NS(=O)(=O)c1ccc(NC(=O)N=Nc2c(O)n(Cc3ccc(F)cc3)c3ccccc23)cc1	94	112	57	77	108	105	60	101
CN1C2CCC1/C(=C\c1ccc(Cl)cc1)C1=C2[C@@H](c2ccc(Cl)cc2)C(C#N)=C(N)O1 (stereo partly drawn)	93	69	76	85	97	80	94	92
COc1ccc(Cn2c(Br)c3c(c2Br)-c2nc(NC(=O)c4ccc(OC)cc4)sc2CC3)cc1	61	57	76	79	89	66	52	89

Entries from the list above containing fluorine, in the order listed:
SMILES	OVCAR-8	RXF 393	CAKI-1	OVCAR-5	TK-10	A498	ACHN	OVCAR-3
COc1ccc(C(=O)/C=C/c2c[n+](=O)c3ccc(F)cc3n2[O-])cc1	83	129	95	97	106	109	102	102
Cc1oc2ncnc(Nc3cccc(F)c3)c2c1C(=O)O	112	115	94	98	105	91	101	102
CCNCCNc1cc(-c2ccc(C(F)(F)F)cc2)c(C#N)c2nc3cc(Cl)c(Cl)cc3n12	-64*	-96*	-91*	-92*	-95*	-40*	-100*	-88*
O=C(Nc1ccccc1O)c1ccc(CNC(=O)c2ccsc2Nc2ccnc(C(F)(F)F)c2)cc1	18	0.8*	9.7*	44	-14*	-15*	20	22
COc1cc(/C=C/C(=O)c2cc(OC)c(OC)c(OC)c2)ccc1Oc1nc(Nc2ccc(F)cc2)nc(N(C)C)n1	-60*	-75*	11	-45*	29	-1.0*	-82*	12
CN(C)c1ccc(-c2nc(SCC(=O)N3CCN(c4cc5c(cc4F)c(=O)c(C(=O)O)cn5C4CC4)CC3)nc(Cl)c2C#N)cc1	103	102	93	97	128	105	100	110
Nc1ccc(F)c(Cl)c1F	108	97	97	99	108	95	106	111
Fc1ccc(-c2nnc(CNc3ccc(F)c(Cl)c3)o2)cc1	100	112	94	106	97	108	101	107
O=C(NCCCl)Nc1ccc2c(ccn2C(=O)c2cccc(F)c2)c1	97	90	93	101	107	72	100	113
Cn1cc(-c2cc3nc(-c4cn(C)c5ncccc45)cc(N)n3n2)c2cc(F)ccc21	11	-14*	13	48	75	138	18	44
O=C(CSc1nnc(-c2ccc(NC(=O)c3cccnc3)cc2)o1)Nc1ccc(F)cc1	87	113	98	113	117	108	105	117
NS(=O)(=O)c1ccc(NC(=O)N=Nc2c(O)n(Cc3ccc(F)cc3)c3ccccc23)cc1	94	112	57	77	108	105	60	101

Some of the compounds tested. The share of hits here may be higher or lower than overall.
